SENP8 block-1 – blocks human SENP8 cleavage of Nedd8 substrate; 0.64% of 360,000 active; AID 602440; inhibition, % at 20 µM; recombinant SENP8, Nedd8 substrate fluorescence; Q96LD8; in the data active = inhibition mostly above about 40%, no sharp cut-off; inactive = mostly below about 27%
Target sequence (Q96LD8 whole entry, looked up): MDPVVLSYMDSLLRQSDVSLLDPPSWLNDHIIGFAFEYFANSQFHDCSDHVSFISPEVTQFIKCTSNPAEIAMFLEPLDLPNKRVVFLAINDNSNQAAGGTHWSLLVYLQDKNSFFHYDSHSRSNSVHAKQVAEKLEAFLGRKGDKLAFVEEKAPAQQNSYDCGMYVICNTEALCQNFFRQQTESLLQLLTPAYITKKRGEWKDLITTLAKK
MIN6 prolif – MIN6 beta-cell proliferation induction; MIN6 cells proliferation, ATPlite luminescence, 48 h; cells starved in 0.2% serum; 100% = growth in 10% serum; 0.29% of 330,000 active; proliferation, % at 10 µM;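 active = compounds whose signal lies at least 3.5 SD above the mean of all wells on their plate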;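 note: 0% = DMSO-treated cells in low-serum medium and 100% = 10% serum control; some compounds called inactive have numbers as strong as hits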
SENP7 block – blocks the human protease SENP7. recombinant SENP7, Z-RLRGG-aminoluciferin luminescence, 40 min. inhibition, % at 5 µM. 1.5% of 330,000 active. AID 434973;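 active = inhibition above about 50% at the single test dose, limit read from the data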;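 note: plate controls were DMSO with enzyme for no effect and no enzyme buffer wells for full effect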
Target sequence (Q9BQF6 706-1050 limits assumed): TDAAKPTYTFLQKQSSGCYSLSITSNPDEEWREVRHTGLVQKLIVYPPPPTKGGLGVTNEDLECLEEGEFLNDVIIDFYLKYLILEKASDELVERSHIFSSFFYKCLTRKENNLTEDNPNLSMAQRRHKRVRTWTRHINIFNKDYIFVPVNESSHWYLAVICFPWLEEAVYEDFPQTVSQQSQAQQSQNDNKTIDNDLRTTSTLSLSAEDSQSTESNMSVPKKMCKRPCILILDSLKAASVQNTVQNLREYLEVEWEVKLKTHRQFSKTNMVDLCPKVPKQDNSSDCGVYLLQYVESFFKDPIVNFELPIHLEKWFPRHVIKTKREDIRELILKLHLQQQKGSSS
UBC13 polyUb – blocks human UBC13 polyubiquitin chain formation | P61088 | TR-FRET | inhibition, % at 20 µM | 0.47% of 330,000 active | AID 485273; in the data active = inhibition above about 45%, passing the limit was not always enough; inconclusive = no clear call, values can overlap the other calls
Target sequence (P61088 whole entry, looked up): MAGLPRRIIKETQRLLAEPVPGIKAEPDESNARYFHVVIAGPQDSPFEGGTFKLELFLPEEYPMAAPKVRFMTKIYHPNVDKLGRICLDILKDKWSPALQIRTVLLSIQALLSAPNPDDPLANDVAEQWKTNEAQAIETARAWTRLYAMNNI
SENP8 block-2 – SENP8 protease inhibition; Q96LD8; purified SENP8, Z-RLRGG-aminoluciferin cleavage, luminescence; inhibition, % at 10 µM; 1.2% of 330,000 active; AID 2540; in the data active = inhibition above about 50%
PfGluPho inh – PfG6PD (Plasmodium falciparum) enzyme inhibition. PfGluPho enzyme, NADPH resazurin-diaphorase fluorescence. inhibition, % at 20 µM. 0.78% of 350,000 active. AID 504690;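 active = inhibition reaching at least a set limit at 20 µM in the primary screen, cut at about 59% in these data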;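 note: 0% = DMSO wells with substrate and 100% = DMSO wells lacking glucose-6-phosphate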
SENP1 FRET inh – inhibitors of human SENP1 SUMO protease catalytic domain; Q9P0U3; recombinant SENP1 catalytic domain, CyPet-SUMO1-YPet FRET cleavage; inhibition, % at 10 µM; 0.21% of 360,000 active; AID 624204;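 active = inhibition at least 30% at 10 µM, raw YFP signal under a set limit, fluorescence ratio 0.5 to 1.5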;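 note: 0% = enzyme with DMSO and 100% = no enzyme wells; some results filed as inactive read as strong as hits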
Target sequence (Q9P0U3 419-644 limits assumed): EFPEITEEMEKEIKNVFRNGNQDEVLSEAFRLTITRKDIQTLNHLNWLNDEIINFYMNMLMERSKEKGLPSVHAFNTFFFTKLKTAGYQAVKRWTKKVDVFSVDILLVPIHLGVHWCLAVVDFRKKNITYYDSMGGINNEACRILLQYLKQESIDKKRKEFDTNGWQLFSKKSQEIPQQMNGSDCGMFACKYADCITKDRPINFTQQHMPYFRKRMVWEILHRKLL
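material = recombinant human SENP1 catalytic domain, His6-tagged | quantity = 20 pM enzyme | reagent = 25 nM SUMO1 FRET substrate | compound dosing = 10 µM single point, 0.5% DMSO | timing = 50 min enzyme reaction, room temperature, light-protected | detection = FRET, CFP and YFP emission | control set = no-enzyme low, enzyme-DMSO high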
HKDC1 inhibitor – inhibitors of human hexokinase HKDC1 | Q2TB90 | recombinant HKDC1, G6PDH/diaphorase resazurin coupled fluorescence | inhibition, % at 20 µM | 0.16% of 340,000 active;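 active = inhibition above about 35% when tested at 20 µM, limit read from the data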;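 note: plate controls were DMSO wells with enzyme for no effect and DMSO wells lacking enzyme for full effect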
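Test system: HK5 enzyme. Quantity: 5 µg/mL HK5 final. Reagent: glucose and ATP substrates. Schedule: 90 min reaction incubation at room temperature, dark. Technique: resazurin-to-resorufin fluorescence via G6PDH and diaphorase coupling, 525/613 nm. Control set: DMSO wells with and without enzyme mix.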
SENP6 block – SENP6 protease inhibition; AID 2599; inhibition, % at 10 µM; 1.8% of 330,000 active; Q9GZR1; Recombinant SENP6 catalytic domain, aminoluciferin luminescence;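 active = inhibition above about 50% at the single tested dose, limit read from the data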;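 note: plate controls were DMSO wells with enzyme for no effect and DMSO wells lacking enzyme for full effect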
Active calls of the source: *; u = inconclusive; x = no result given. Rows were taken by chance. Share with any hit: about 4%.

#	structure	SENP8 block-1	MIN6 prolif	SENP7 block	UBC13 polyUb	SENP8 block-2	PfGluPho inh	SENP1 FRET inh	HKDC1 inhibitor	SENP6 block
1	CN(CC(=O)NCc1ccc(F)cc1)CC(=O)Nc1ccc(Cl)c(C(F)(F)F)c1	4	-6	-10	0	-12	12	1	2	-15
2	C/C(=N\NC(=O)C(O)c1ccccc1)c1ccc(C)s1 (stereo not given)	16	1	5	-7	-3	-7	-1	-3	-14
3	CN(C)c1nc(N2CCOCC2)nc(N(c2ccccc2)c2ccccc2)n1	6	x	x	x	x	-10	1	3	x
4	O=C(N/N=C/c1ccoc1)c1cc(Br)ccc1O	-250	-1	3	-6	14	14	-1	-3	35
5	Cc1cccc(NC(=O)Nc2ccccc2)n1	8	-4	8	12	11	-16	1	0	6
6	CC(=O)Oc1ccc2c(=O)oc(-c3ccccc3)nc2c1	-202	-3	14	-1	8	-21	-2	8	36
7	COCCn1c(SCC(=O)NCc2ccco2)nc2cccnc21	4	-2	13	-6	9	-2	-2	3	-4
8	Cc1ccccc1NC(=S)NCC1CCN(C(C)c2ccccc2)C1 (stereo not given)	24	-2	1	6	-3	-10	0	-1	-10
9	CN(C)c1ccc(NC(=O)C(=O)NCCOc2ccccc2)cc1	18	1	4	14	-3	6	1	-5	7
10	COc1ccc(C(=O)Nc2ccc(Br)cn2)cc1S(=O)(=O)N1CCOCC1	19	3	11	6	-1	1	0	1	-13
11	CCCCOc1ccc(C(O)C(CN2CCOCC2)c2ccccc2)cc1 (stereo not given)	31	-1	-1	19	7	-5	0	-2	-5
12	COC(=O)CC1=NN(c2ccccc2)C(=O)/C1=C\c1ccc(OC)cc1	16	1	5	-6	-1	-7	4	1	-14
13	Cc1ccc(C(=O)Nc2nc3ccc(S(C)(=O)=O)cc3s2)cc1C	-38	1	6	7	9	-2	1	-7	3
14	O=C1C2C3C=CC(C4CC34)C2C(=O)N1c1cccc2ccccc12 (stereo not given)	-12	-2	-2	1	3	5	1	-2	9
15	C=CCOc1ccc(C[C@H](N)C(=O)NC[C@H]2O[C@@H](n3cnc4c(N)ncnc43)[C@H](O)[C@@H]2O)cc1	9	x	4	x	x	5	0	-5	x
16	CCCn1nnnc1SCC(=O)Nc1ccc(F)cc1	18	0	-4	-10	3	-4	-1	-2	-5
17	O=C1CCCc2[nH]c(-c3ccccc3)nc21	8	5	26	2	-3	-11	0	12	25
18	Cc1ccc(OCC(=O)Nc2cc(S(=O)(=O)N3CCOCC3)ccc2Cl)c([N+](=O)[O-])n1	21	4	12	3	1	6	-1	-7	-8
19	COc1cc(OC)c(S(=O)(=O)NC(C)C)cc1S(=O)(=O)NC(C)C	2	-4	1	-1	3	-6	1	-11	6
20	Cc1cccc(NC(=O)c2cc3ccccc3o2)c1	10	-4	94*	2	87*	65*	1	-10	94*
21	Cc1noc(C)c1COc1ccccc1C(=O)N1CCN(S(=O)(=O)c2cccc(Cl)c2)CC1	18	4	-2	-3	0	3	2	4	-24
22	CCOC(=O)c1ccccc1NC(=O)CSc1nc(N)cc(N)n1	8	-2	-4	2	3	-13	3	5	-2
23	CCN(CC(=O)Nc1ccc2c(c1)OCCO2)C(=O)/C=C/c1ccc(OC)c(OC)c1	-102	2	0	-2	-4	13	0	-6	-13
24	O=C(CSc1ncnc2ccccc12)Nc1ccc2c(c1)OCCO2	29	3	8	7	0	14	-1	-4	3
25	O=C(NC1CCN(Cc2ccccc2)CC1)c1ccc2c(c1)OCCCO2	13	-3	0	7	-5	-6	0	-4	16
26	O=C(NC1CC(=O)N(c2cccc(F)c2)C1)C(=O)c1c[nH]c2ccccc12 (stereo not given)	10	-1	0	6	1	-14	1	0	-8
27	Nc1ccccc1C(=O)NC12CC3CC(CC(C3)C1)C2	-281	-5	-12	1	-11	-2	0	-5	-8
28	CCn1c(COc2ccc(Cl)cc2)nnc1SC1CCc2ccccc2C1=O (stereo not given)	-66	-4	4	-8	0	25	-1	12	6
29	CC(C)CCn1c(CN2CC(C)OC(C)C2)nc2c1c(=O)n(C)c(=O)n2C (stereo not given)	-6	1	3	-3	-3	4	0	-3	15
30	O=C(NNC(=O)C1CCN(S(=O)(=O)c2ccc(Cl)cc2)CC1)c1ccncc1	24	1	-2	29	6	-12	2	-7	6
31	O=c1c2ccccc2nc(-c2ccco2)n1/N=C/c1ccccc1O	0	-1	6	-5	3	-9	-4	10	-13
32	C=COC(=O)c1sc2nc(C)cc(C)c2c1N	-436	1	3	8	3	22	-129	-2	-4
33	Cc1cc(C)cc(OC(=O)CS(=O)c2ccc(C(F)(F)F)cc2[N+](=O)[O-])c1 (stereo not given)	7	-6	6	0	0	10	0	12	5
34	COc1cc(CNCc2ccc(OC)cc2OC)cc(OC)c1	12	-4	-14	-12	-7	-7	1	5	-11
35	Cc1ccc(C(=O)N/C(=C\c2ccccc2)C(=O)NCCN2CCOCC2)cc1	2	6	3	3	-4	-2	3	-7	5
36	COc1ccc(C2CC(c3ccccc3)Nc3ncnn32)cc1 (stereo not given)	-76	-2	-14	3	-8	-2	2	-7	-1
37	COc1ccc(NC(=O)N2CCN(c3ccc([N+](=O)[O-])cc3)CC2)cc1OC	19	-1	7	-27	-1	30	-6	5	7
38	CCOC(=O)C1CCN(S(=O)(=O)c2ccc(-c3nc4ccccc4s3)s2)CC1	x	0	1	2	21	8	x	0	32
39	COc1ccccc1NC(=O)c1ccc2c(c1)nnn2C	16	-2	10	3	-11	11	-1	-8	6
40	CN(C)c1ccc(CNC(=O)c2cc(S(=O)(=O)N3CCCC3)cn2C)cc1	6	1	0	5	-3	7	2	-1	0
41	Cc1ccc(-c2nc(-c3cccnc3)no2)c(C)c1	30	-3	46	7	24	2	0	-2	-10
42	COc1ccc2nc(N=NC3=C(O)CC(C)(C)CC3=O)sc2c1	-4	-2	1	-129	4	-16	-28	-7	-3
43	COc1cc(/C=C/C(=O)c2ccc(C)cc2)ccc1OCC#N	-57	-5	1	-8	1	14	-2	16	-16
44	COc1ccc(NC(=S)N(CCc2ccc(OC)c(OC)c2)Cc2ccccn2)cc1	5	0	5	5	5	-1	-2	-5	9
45	Cc1cc(=O)oc2ccc(OCC(=O)N3CCc4ccccc43)cc12	-133	-2	0	-5	5	9	-2	0	-18
46	CCOc1ccc(NC(=S)Nc2cc(C)[nH]n2)cc1	7	1	2	2	2	-2	4	3	-2
47	CSc1sc(-c2nnc(SCC(=O)Nc3ccc(Cl)cc3)n2C)c2c1C=CCC2	5	-1	12	u	-3	-2	-86	1	-8
48	CCN1CCN(C(=O)Nc2cc(Cl)ccc2OC)CC1	32	1	-16	-8	-3	-12	2	6	0

Nothing new here: 15 of the compounds above.
#	structure	SENP8 block-1	MIN6 prolif	SENP7 block	UBC13 polyUb	SENP8 block-2	PfGluPho inh	SENP1 FRET inh	HKDC1 inhibitor	SENP6 block
32	C=COC(=O)c1sc2nc(C)cc(C)c2c1N	-436	1	3	8	3	22	-129	-2	-4
33	Cc1cc(C)cc(OC(=O)CS(=O)c2ccc(C(F)(F)F)cc2[N+](=O)[O-])c1 (stereo not given)	7	-6	6	0	0	10	0	12	5
34	COc1cc(CNCc2ccc(OC)cc2OC)cc(OC)c1	12	-4	-14	-12	-7	-7	1	5	-11
35	Cc1ccc(C(=O)N/C(=C\c2ccccc2)C(=O)NCCN2CCOCC2)cc1	2	6	3	3	-4	-2	3	-7	5
36	COc1ccc(C2CC(c3ccccc3)Nc3ncnn32)cc1 (stereo not given)	-76	-2	-14	3	-8	-2	2	-7	-1
37	COc1ccc(NC(=O)N2CCN(c3ccc([N+](=O)[O-])cc3)CC2)cc1OC	19	-1	7	-27	-1	30	-6	5	7
38	CCOC(=O)C1CCN(S(=O)(=O)c2ccc(-c3nc4ccccc4s3)s2)CC1	x	0	1	2	21	8	x	0	32
39	COc1ccccc1NC(=O)c1ccc2c(c1)nnn2C	16	-2	10	3	-11	11	-1	-8	6
40	CN(C)c1ccc(CNC(=O)c2cc(S(=O)(=O)N3CCCC3)cn2C)cc1	6	1	0	5	-3	7	2	-1	0
41	Cc1ccc(-c2nc(-c3cccnc3)no2)c(C)c1	30	-3	46	7	24	2	0	-2	-10
42	COc1ccc2nc(N=NC3=C(O)CC(C)(C)CC3=O)sc2c1	-4	-2	1	-129	4	-16	-28	-7	-3
43	COc1cc(/C=C/C(=O)c2ccc(C)cc2)ccc1OCC#N	-57	-5	1	-8	1	14	-2	16	-16
44	COc1ccc(NC(=S)N(CCc2ccc(OC)c(OC)c2)Cc2ccccn2)cc1	5	0	5	5	5	-1	-2	-5	9
45	Cc1cc(=O)oc2ccc(OCC(=O)N3CCc4ccccc43)cc12	-133	-2	0	-5	5	9	-2	0	-18
46	CCOc1ccc(NC(=S)Nc2cc(C)[nH]n2)cc1	7	1	2	2	2	-2	4	3	-2

The list continues.
#	structure	SENP8 block-1	MIN6 prolif	SENP7 block	UBC13 polyUb	SENP8 block-2	PfGluPho inh	SENP1 FRET inh	HKDC1 inhibitor	SENP6 block
49	Cc1cc(C)c(C)c(S(=O)(=O)NCC(=O)Nc2ccccc2F)c1C	14	0	1	2	-8	10	1	-1	-11
50	C/C(=N\NC1=N[C@H]2CS(=O)(=O)C[C@H]2S1)c1ccccc1	19	2	-2	5	-6	-5	1	-1	-5
51	Cc1ccc(C)c(Cn2c(=O)n(CCC(=O)NCc3ccco3)c(=O)c3ccccc32)c1	19	1	-4	-8	2	2	-1	-5	-9
52	CN(C)c1cccc(C(=O)OC(C(=O)Nc2ccc(Cl)cc2C(F)(F)F)c2ccccc2)c1 (stereo not given)	-304	-2	-3	3	-4	28	-5	-5	-13
53	Cc1ccc(S(=O)(=O)N2C(=O)CCC2C(=O)O/N=C(\N)c2ccccc2)cc1 (stereo not given)	-6	-6	5	-3	-1	-6	-1	4	-8
54	O=C(c1ccc(Cl)c(Cl)c1)N1CCOCC1	22	0	-6	-1	1	-2	2	-9	7
55	NC(=O)c1ccc(NCCc2ccccc2)c([N+](=O)[O-])c1	15	1	-7	-29	-5	23	5	-6	-27
56	O=C(CSc1ccc(Cl)cc1)Nc1ncccn1	6	-4	3	7	-4	4	1	-3	-2
57	CN(C)S(=O)(=O)c1ccc(NC(=O)N2CCN(c3cccc(C(F)(F)F)c3)CC2)cc1	28	-4	8	6	0	17	2	7	6
58	Cc1ccc(-n2nc(-c3cccnc3)cc2C(=O)N2CCOCC2)c(C)c1	-24	1	-3	0	-2	18	-10	9	-3
59	FC(F)Oc1ccc(-c2c[n+]3c(n2-c2ccccc2)CCCCC3)cc1	4	-4	5	-1	-3	-11	-1	-2	1
60	O=C(c1cccc(COc2ccc(Cl)cc2Cl)c1)N1CCN(c2ccccn2)CC1	0	-4	-6	-11	4	13	0	-4	-2
61	O=C(Nc1oc2ccc(Cl)cc2c(=O)c1-c1ccc(F)cc1)c1ccco1	-58	-2	-4	-1	8	-4	-6	-4	6
